phage Ecoli inh: growth loss of phage-infected E. coli, primary screen, RecBCD inhibitor project, absorbance, with phage, HTS; inhibition, % at 11.9 µM; actives 0.26% (n = 360,000); AID 651602, 2012; in the data active means inhibition above about 11%
AddAB inh: growth inhibition of E. coli expressing H. pylori AddAB, primary screen, AddAB inhibitor project, absorbance | actives 0.29% (n = 330,000) | inhibition, % at 11.9 µM; in the data active means inhibition above about 12%;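 further: 0% = vehicle wells of infected cells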
SR-BI HDL uptake: inhibitors of SR-BI mediated HDL lipid uptake, primary screen, ldlA[mSR-BI] cells, fluorescence, single point. AID 488896, 2010. Scavenger receptor class B member 1 (Mus musculus), Q61009. ldlA[mSR-BI] CHO cells, DiI-HDL uptake fluorescence, 3 h. actives 0.96% (n = 320,000). inhibition, % at 12.5 µM;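 active means mean replicate inhibition of at least 70% and a set share of replicates each scoring 70 or more; inconclusive means meets just one of the two criteria; inactive means fails both criteria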;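 further: 0% = median of neutral control wells and 100% = median of positive control wells; values of inactives mirror those of a sister screen read the other way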
Target sequence (Q61009 whole entry, looked up): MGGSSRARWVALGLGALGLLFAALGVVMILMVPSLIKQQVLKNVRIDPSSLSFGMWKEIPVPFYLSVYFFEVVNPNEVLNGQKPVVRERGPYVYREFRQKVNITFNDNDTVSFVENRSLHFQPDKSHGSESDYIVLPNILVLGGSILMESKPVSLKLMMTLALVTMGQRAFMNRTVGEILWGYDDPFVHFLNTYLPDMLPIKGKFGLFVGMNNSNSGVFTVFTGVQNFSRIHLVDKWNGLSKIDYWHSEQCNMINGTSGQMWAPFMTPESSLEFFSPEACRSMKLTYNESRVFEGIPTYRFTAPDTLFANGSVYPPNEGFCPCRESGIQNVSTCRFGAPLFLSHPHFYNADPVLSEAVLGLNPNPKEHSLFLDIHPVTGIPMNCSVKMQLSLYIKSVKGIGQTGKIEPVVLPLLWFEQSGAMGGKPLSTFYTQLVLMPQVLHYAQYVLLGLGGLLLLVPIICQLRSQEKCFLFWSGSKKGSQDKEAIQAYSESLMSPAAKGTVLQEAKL
Wnt act: Wnt/beta-catenin pathway activators, primary screen, cell-based, plate reader, single point; activation, % at 9.35 µM; actives 1.2% (n = 300,000); Wnt/beta-catenin reporter cell assay, activator; in the data active means activation above about 30%, passing the limit was not always enough; inconclusive means no clear call, values can overlap the other calls;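 further: 0% = neutral control wells and 100% = positive control wells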
CAL PDZ FP-1: CAL PDZ peptide-binding inhibitors, primary screen, biochemical, fluorescence polarization, Cer-tagged CAL PDZ, HTS; Golgi-associated PDZ and coiled-coil motif-containing protein (Homo sapiens), Q9HD26; purified CAL PDZ, TMR-peptide fluorescence polarization, 1 h; inhibition, % at 20 µM; actives 0.02% (n = 330,000); AID 504414, 2011;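 active means highest replicate inhibition of at least 40%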;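 further: plate controls were DMSO neutral control wells for no effect and unlabeled competitor peptide control wells for full effect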
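material = purified tagged CAL PDZ domain construct (CerCALP) | buffer or medium = sodium phosphate/NaCl buffer pH 7.4 with TCEP, IgG, Thesit | reagent = TMR-labelled reporter peptide T*-PRC34 bound in PDZ groove | incubation = 1 h room-temperature incubation prior to read | measured by = fluorescence polarization (mP) | evaluation = percent inhibition from loss of millipolarization | control set = unlabelled peptide and DMSO controls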
Ecoli viability: E. coli V3065 growth inhibition, primary screen, counter-screen for AddAB inhibitor project, absorbance, OD600. 18 h. inhibition, % at 11.9 µM. actives 0.27% (n = 330,000);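 active means inhibition above the campaign's mean inhibition across all tested compounds plus 3 SD, cut at about 9.9% in these data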;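 further: uninfected addAB+ strain grown without phage in ampicillin broth; 0% = DMSO wells and 100% = ciprofloxacin 0.95 µg/ml wells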
MITF act: activators of MITF-driven TRPM1 promoter reporter, primary screen, cell-based, SK-MEL-5, luciferase, single point. SK-MEL-5 TRPM1-promoter luciferase, 24 h; % of positive control, neutral wells = 0. activation, % at 12.5 µM. actives 0.75% (n = 300,000);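 active means mean activation of at least 80% with every replicate also reaching 80%; inconclusive means mean reaches 80% but some replicate falls short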;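 further: 0% = neutral control wells and 100% = parthenolide positive control wells; values of inactives mirror those of a sister screen read the other way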
Tat transport: E. coli Tat export inhibitors, primary screen, MC4100, TorA-mCherry reporter, fluorescence, single point. inhibition, % at 10 µM. actives 0.036% (n = 340,000);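 active means mean replicate inhibition at least 50% and at least half of replicates individually reaching 50%; inconclusive means only one of the two criteria met; inactive means neither criterion met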;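 further: exported cargo escapes ClpAP degradation while cytoplasmic cargo is degraded and loses fluorescence; 0% = median of neutral control wells and 100% = median of NaSCN control wells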
SR-BI uptake up: activators of SR-BI mediated DiI-HDL uptake, primary screen, ldlA[mSR-BI] CHO cells, DiI fluorescence | 3 h; 100 = double the neutral-control signal | activation, % at 12.5 µM | actives 0.096% (n = 320,000);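 active means mean replicate activation of at least 60% and every replicate at or above 60%; inconclusive means mean or all-replicate condition met, but not both; inactive means mean below 60% and not all replicates reaching 60%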;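 further: 0% = median plate neutral-control signal and 100% = twice that signal; values of inactives mirror those of a sister screen read the other way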
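Material: SR-BI-overexpressing, LDLR-lacking CHO cells; schedule: compound exposure 3 h, 37 °C; reagent: DiI-labelled HDL at 10 µg/mL final; technique: bottom-read fluorescence, 550/595 nm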
CAL PDZ FP-2: untagged CAL PDZ binding inhibitors, primary screen, biochemical, fluorescence polarization, HTS; Golgi-associated PDZ and coiled-coil motif-containing protein (Homo sapiens), Q9HD26; purified CAL PDZ, TMR-peptide fluorescence polarization, 1 h; inhibition, % at 24.9 µM; actives 0.92% (n = 300,000); AID 602252, 2012;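 active means mean inhibition of at least 30% with at least half of replicates also reaching 30%; inconclusive means no clear call, values can overlap the other calls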;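 further: 0% = DMSO neutral control and 100% = excess unlabeled competitor peptide PRC23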
The depositor's hits bear a star; u = inconclusive; x = no result given. The list is partial. The share of hits here may be higher or lower than overall.

SMILES	phage Ecoli inh	AddAB inh	SR-BI HDL uptake	Wnt act	CAL PDZ FP-1	Ecoli viability	MITF act	Tat transport	SR-BI uptake up	CAL PDZ FP-2
O=C(CCCC1=NS(=O)(=O)c2ccccc2N1)N1CCC2(CC1)OCCO2	4.9	4.8	34.9	x	-0.9	0.5	x	-2.5	-34.9	-2.7
CC(N=Cc1c(O)n(C2CC2)c(=S)[nH]c1=O)c1ccccc1 (centres undefined)	0.7	0.3	-8.1	-1.9	-1.1	-1.4	x	0.1	8.1	-9.7
O=C1NC(=O)C2(CCN(S(=O)(=O)c3ccccc3)CC2)C(=O)N1	3.9	x	-9.4	-5.0	-1.7	x	5.4	-5.2	9.4	-1.8
CCCC(=O)c1ccc(CP(=O)(OCC)OCC)o1	2.5	2.2	-40.3	1.4	-0.6	-0.7	x	-17.2	40.3	x
Nc1c2c(nc3sc4c(c13)CCCC4)CCCCC2	3.7	4.2	48.6	x	-0.8	2.1	68.4	0.3	-48.7	-1.5
CCOC(=O)C(O)(c1ccc(N(CC)S(=O)(=O)c2ccccc2)cc1)C(F)(F)F (centres undefined)	3.2	-0.6	16.7	x	-0.2	1.9	-1.4	-10.9	x	0.0
CN1C(=O)N(C)C(=O)C2(Cc3cc([N+](=O)[O-])ccc3N(C)C2)C1=O	-0.8	-1.2	-8.2	4.1	-0.3	-0.1	9.1	5.1	8.2	-2.1
COc1ccc(-n2c(/C=C/c3ccc(O)c(O)c3)nc3ccccc3c2=O)cc1	2.1	1.0	43.1	0.1	0.4	0.1	-6.4	3.4	-43.1	-5.8
O=c1c2ccccc2nc(-c2cccs2)n1-c1cnccn1	2.6	1.9	-13.2	-0.6	-0.8	-2.6	x	-5.0	13.2	1.7
Cc1cc(C=C2C(=O)NC(=S)NC2=O)c(C)n1C1CCCC1	1.9	-0.3	2.6	5.7	-0.4	-1.0	32.3	1.3	-2.6	-3.5
C=CC[N+]1(C)C2CCC1CC(O)C2 (centres undefined)	1.1	-1.0	-18.1	0.3	-0.9	2.5	7.8	2.5	18.1	x
COCCCNC(=O)c1c(NC(=O)c2ccccc2Cl)n(Cc2ccccc2)c2nc3ccccc3nc12	1.3	1.9	21.2	x	-1.1	-1.2	1.2	3.9	-21.2	1.0
O=c1[nH]c(=O)n(-c2cccc(Cl)c2)c(O)c1C=NCCCN1CCOCC1	1.2	0.0	-10.5	x	x	0.8	-5.3	-7.2	10.5	-2.3
CCCCn1c(O)c(C(CC)=Nc2cccc(C(=O)O)c2)c(=O)[nH]c1=O	2.1	0.0	-13.7	x	-1.2	-1.5	-1.0	-0.5	13.7	-2.7
O=C(O)CCn1cc(C=C2C(=O)NC(=S)NC2=O)c(-c2cccc(Br)c2)n1	2.8	0.1	-4.8	-0.9	-3.0	-0.7	-7.1	-2.1	4.8	-4.2
O=C(NN=Cc1ccc(N(CCCl)CCCl)cc1)c1cccnc1	3.1	x	37.1	20.8	0.2	x	4.7	-5.6	-37.1	-2.9
c1ccc(C2NCCc3[nH]cnc32)cc1 (centres undefined)	1.4	-2.1	-7.8	-1.3	0.3	-2.3	15.1	-8.4	7.8	-7.4
COc1ccc(C(=O)C2CCCN(C3CSCCSC3)C2)c(C)c1 (centres undefined)	5.5	3.8	19.8	0.4	-0.4	2.3	15.9	8.5	-19.8	x
COc1ccc(-c2nc3ccccc3n2OC(=O)N(C)C)cc1	2.5	1.7	14.1	3.8	x	-1.8	10.9	-14.2	-14.1	1.8
CCn1c(P(C)(=O)O)nc2cc(NC(=O)c3ccccc3F)ccc21	2.0	1.2	-23.3	x	-3.0	1.1	2.7	-3.8	23.3	-3.3
O=[N+]([O-])c1cccc(O)c1	1.4	-1.9	-16.2	4.1	-1.4	-2.3	10.6	-3.2	16.3	-2.3
Cc1ccccc1CCNCc1ccc(Br)cc1	5.3	2.4	-19.4	-14.8	-3.2	0.9	-0.5	-1.9	19.5	-0.4
CC(C)Oc1cccc(NC(=O)c2cccn(Cc3ccc4c(c3)OC(F)(F)O4)c2=O)c1	3.0	0.2	-10.2	1.7	-1.8	-1.1	x	18.3	10.2	2.9
C=C1N2CCC(CC2)C1(O)c1ccc(C)c(C)c1 (centres undefined)	3.0	0.2	4.6	-2.5	-0.2	-1.9	-11.9	-4.8	-4.6	-1.3
CC(C)[C@H](NC(=O)N1C[C@H]2C[C@@H](C1)c1cccc(=O)n1C2)C(=O)Nc1ccccc1F	4.9	1.0	-20.3	-0.5	0.2	-1.2	-5.5	0.5	20.3	1.2
COC(=O)C1=C(c2cccc(OCc3ccccc3)c2)C[C@@H]2CC[C@H]1N2C(=O)NCc1ccc(C(F)(F)F)cc1	1.1	1.8	19.4	-2.1	-1.1	-0.4	-5.2	6.0	-19.4	0.0
COc1ccc(C(=O)C2CCCN(Cc3cnc(C)s3)C2)cc1OC (centres undefined)	3.0	-0.5	-16.2	x	-1.8	1.6	-8.1	10.6	16.2	-7.9
CN1CCc2cc(O)cc3c2[C@H]1Cc1ccc(O)c(O)c1-3	-0.5	-2.2	-2.3	-2.7	1.7	-0.9	10.0	-7.1	2.3	-4.0
O=C1NC(=O)C2(CCCc3ccc(N(CCCl)CCCl)cc32)N1 (centres undefined)	3.2	x	2.4	-3.8	-1.2	x	-12.6	5.4	-2.4	13.6
Clc1cnc(Oc2ccc(Oc3ncc(Cl)cc3Cl)cc2)c(Cl)c1	1.4	0.8	-4.0	-1.4	-3.1	0.7	8.4	1.7	4.0	-0.7
CC(=O)OC1CC[C@@]2(C)C(=CC(=O)C3C4CCC(OC(C)=O)[C@@]4(C)CCC32)C1 (some centres undefined)	0.3	-0.2	0.9	0.1	0.1	0.8	-5.7	-3.2	-0.9	-4.0
C=C(C)c1cccc(C(C)(C)NC(=O)NC2CN3CCC2CC3)c1 (centres undefined)	1.6	-3.0	-32.1	x	0.0	-3.3	x	-2.3	32.1	-4.4
CCN(CC)CCCN=Cc1c(O)n(Cc2ccc(F)cc2)c(=O)[nH]c1=O	1.6	-0.8	8.5	x	-1.0	2.9	-2.2	-3.6	-8.5	-1.9
CC1=C(C/C(C)=C/c2ccccc2)/C(=C/CO)[C@@H]2OC(=O)O[C@]2(C)C12CC2	2.4	0.6	-3.6	-4.3	-2.8	-0.3	-15.5	12.6	3.6	-8.7
O=C1CN(O)C(c2ccccc2)=c2cc(Cl)ccc2=N1	0.6	-2.4	-6.5	-0.5	x	-3.4	4.6	-0.6	6.5	-0.2
CN1C(=O)C(=Cc2ccc(N3CCCCC3)o2)C(=O)N(C)C1=S	4.0	1.7	-18.8	x	-0.1	-0.6	23.0	-3.8	18.8	-2.2
COC(=O)C1=C(c2cccc(C#N)c2)C[C@@H]2CC[C@H]1N2C(=O)NCCO	1.0	3.2	-13.3	-1.0	-1.0	-1.8	2.9	0.3	13.4	2.2
COc1ccccc1C1=NCc2nnc(C)n2-c2ccc(Cl)cc21	1.5	-1.1	-18.0	-4.6	-0.1	-1.0	-6.9	-7.1	18.0	-4.9
O=C1Nc2cc(C(=O)N3CCC4(CC3)OCCO4)ccc2S/C1=C\c1ccccc1	-2.9	3.0	1.1	0.1	-2.7	-0.4	4.1	-2.1	-1.1	-3.3
Cc1ccc(/C=C2/C(=O)NC(=O)N(CCc3ccc(F)cc3)C2=O)o1	-2.1	2.9	-1.8	x	1.3	0.7	-6.4	-18.4	1.8	-4.3
CCC(=O)N1CC(=O)Nc2ccc(Cl)cc2C1c1ccc(F)cc1 (centres undefined)	-0.8	0.6	-21.5	-7.1	-0.1	-1.7	-2.6	-4.1	21.5	-1.3
CCn1nc(-c2ccccc2)nc2c(=O)n(C)c(=O)nc1-2	x	3.0	-17.1	x	0.5	3.0	-98.9	-6.5	17.1	-3.6
COC(=O)C1C2c3ccccc3OC1(C)N=c1s/c(=C/c3cnn(C)c3C)c(=O)n12 (centres undefined)	3.4	-1.6	-5.0	x	-1.4	1.9	-7.1	3.6	5.0	-2.6
O=C(Cc1ccccc1)OCCNC(=O)c1cccnc1	1.2	1.5	-2.2	x	-0.3	-0.6	17.4	-1.2	2.2	2.6
Cc1ccc(OCC(=O)N2CCN(C)CC2)c(Br)c1	0.9	2.1	-25.2	x	-0.2	-2.5	6.0	-6.3	25.2	x
Nc1cc2nc3ccccc3nc2cc1N	-1.1	4.9	-211.0	-2.9	0.0	-2.3	x	-6.6	u	x
Cc1cc(N2CCOCC2)nc2ccc(NC(=O)CCC(=O)N3CCC4(CC3)OCCO4)cc12	-0.9	1.3	3.7	x	-2.8	-0.4	x	-3.9	-3.7	-1.5
Cc1ccc(S(=O)(=O)N(C)C)cc1NC(=O)C(C)[N+]12CCN(CC1)CC2 (centres undefined)	1.9	0.5	10.9	-0.7	0.3	0.9	3.1	1.9	-10.9	-2.0
C[C@]12CC(=O)CC1CCC1C2CC[C@@]2(C)C1CC[C@@H]2O (some centres undefined)	1.6	0.4	-10.0	-1.1	-1.8	-1.0	-0.8	-4.8	10.0	-9.7
COC1CCC(OC2CC(C3(C)CCC4(CC(O)C(C)C(C(C)/C=C(\C)C(=O)C(C)CC(C)C(=O)O)O4)O3)OC3(OC(C4OC(O)(CO)C(C)CC4C)CC3C)C2C)OC1C (centres undefined)	-1.9	x	-16.1	-25.8	0.3	x	x	30.1	16.1	-0.4
CC(=O)N1CCN(CCN=Cc2c(O)n(-c3ccc(F)cc3)c(=S)[nH]c2=O)CC1	0.2	-0.7	12.7	2.0	0.0	0.0	1.1	16.9	-12.7	x

Some of these compounds in order of length of the SMILES, low to high.
SMILES	phage Ecoli inh	AddAB inh	SR-BI HDL uptake	Wnt act	CAL PDZ FP-1	Ecoli viability	MITF act	Tat transport	SR-BI uptake up	CAL PDZ FP-2
O=C(Cc1ccccc1)OCCNC(=O)c1cccnc1	1.2	1.5	-2.2	x	-0.3	-0.6	17.4	-1.2	2.2	2.6
Cc1ccc(OCC(=O)N2CCN(C)CC2)c(Br)c1	0.9	2.1	-25.2	x	-0.2	-2.5	6.0	-6.3	25.2	x
C[C@]12CC(=O)CC1CCC1C2CC[C@@]2(C)C1CC[C@@H]2O (some centres undefined)	1.6	0.4	-10.0	-1.1	-1.8	-1.0	-0.8	-4.8	10.0	-9.7
CC(=O)N1CCN(CCN=Cc2c(O)n(-c3ccc(F)cc3)c(=S)[nH]c2=O)CC1	0.2	-0.7	12.7	2.0	0.0	0.0	1.1	16.9	-12.7	x
